# XBP1 UPR activ: activators of adaptive arm of unfolded protein response (XBP1). activation, % at 20 µM. AID 463104. actives 0.33% (n = 330,000). CHO-XBP1 luciferase reporter, IRE1-XBP1 UPR activation, luminescence; percent of tunicamycin response, DMSO as zero;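 active = versus positive control, 20 µM dose yields 30% or more activation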;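 also: 100% = tunicamycin at 10 µg/mL and 0% = DMSO only wells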
#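 Material: CHO-XBP1 cells stably carrying IRE1-XBP1-driven luciferase reporter / Amount: 1000 cells per well / Compound: 20 µM, 1% DMSO / Times: 6 h treatment, 37 °C / Detection: luciferase luminescence / Measure: % activation of reporter signal versus tunicamycin and DMSO controls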
# CCR6 antag: blocks CCL20-driven beta-arrestin recruitment at human CCR6; P51684; CHO-K1 CCR6 PathHunter beta-arrestin, luminescence, CCL20-stimulated; inhibition, % at 20 µM; actives 0.49% (n = 340,000); AID 493098;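 active = compounds whose inhibition of the agonist-driven luminescence signal at 20 µM reaches about 50%, limit read from the data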;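 also: cells stimulated with CCL20 at 14 nM final; plate controls were DMSO with CCL20 for no effect and DMSO without agonist for full effect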
# APJ antag: antagonists of human APJ apelin receptor; CHO-K1 APJ beta-arrestin complementation, luminescence; inhibition, % at 20 µM; actives 0.32% (n = 330,000); AID 2521;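 active = inhibition above about 40% at 20 µM, limit read from the data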;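 also: cells challenged with 10 nM apelin-13 agonist together with compound; plate controls were apelin-13 plus DMSO wells for no effect and DMSO wells lacking apelin-13 for full effect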
# EBI2 antag: EBI2 (human) antagonism; P32249; EBI2 beta-arrestin recruitment, luminescence, 7a,25-OHC stimulated; inhibition, % at 5 µM; actives 0.81% (n = 360,000); in the data active = inhibition above about 38%;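 also: enzyme fragment complementation signal reports receptor beta-arrestin coupling in cells; 0% = agonist plus DMSO wells and 100% = wells without agonist; some results beyond the cut were filed as inactive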
# APJ agonist: APJ receptor agonism. activation, % at 20 µM. actives 0.11% (n = 330,000). CHO-K1 APJ PathHunter beta-arrestin, luminescence; 0% DMSO wells, 100% apelin. P35414;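 active = activation more than six SD over the plate average, tested at 20 µM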;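 also: 0% = DMSO alone and 100% = apelin-13 at 10 nM; some results filed as inactive read as strong as hits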
#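 Incubation: overnight seeding, 90 min compound at 25 °C, 1 h detection; test system: PathHunter CHO-K1 APJ (AGTRL-1) beta-arrestin reporter cells; amount: 1000 cells/well; doses: one dose, 20 µM compound, 1% DMSO; measured by: beta-gal luminescence; measure: agonist-driven arrestin binding to APJ; benchmarks: negative DMSO alone, positive Apelin-13 at 10 nM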
# tim23-1 inh: tim23-1 yeast growth inhibition; S. cerevisiae tim23-1 growth, BacTiter-Glo luminescence, 24 h; inhibition, % at 20 µM; actives 1.3% (n = 330,000);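 active = growth inhibition of the mutant yeast at or above 50%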;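 also: temperature-sensitive mutant grown at 25 °C; plate controls were DMSO-treated mutant yeast for no effect and medium wells lacking yeast for full effect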
# UPR CHOP act: activators of apoptotic arm of unfolded protein response (CHOP). CHO-CHOP luciferase reporter, UPR activation, luminescence; percent of tunicamycin response over DMSO baseline. activation, % at 10 µM. actives 0.34% (n = 330,000). AID 449763;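 active = at 10 µM dose, activation of 40% or more, normalized to positive control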;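 also: 100% = tunicamycin at 10 µg/mL and 0% = DMSO alone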
#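 Dosing – one dose, 10 µM in 0.5% DMSO · System – CHO-CHOP cells, stable luciferase reporter of PERK-eIF2a-CHOP signalling · Input – 500 cells/well · Control set – tunicamycin 10 µg/mL final as positive, DMSO-only wells as negative · Timing – 6 h compound treatment, 37 °C · Measure – % activation vs tunicamycin · Technique – luminescence read with Steady-Glo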
# CXCR6 block: inhibitors of human CXCR6 receptor; O00574; CHO-K1 PathHunter CXCR6 beta-arrestin, luminescence; inhibition, % at 20 µM; actives 0.36% (n = 360,000); AID 602244; in the data active = inhibition above about 34%, passing the limit was not always enough;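 also: antagonist mode with CXCL16 agonist at 10 nM final; 0% = 10 nM CXCL16 with DMSO and 100% = unstimulated wells without agonist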
# Mdm2-MdmX inh: inhibitors of human Mdm2/MdmX interaction; SaOS-2 split-luciferase Mdm2/MdmX complementation, luminescence; inhibition, % at 8 µM; actives 3% (n = 330,000);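 active = inhibition of at least 50% at 8 µM in the primary screen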
# Target sequence (O15151 whole entry, looked up): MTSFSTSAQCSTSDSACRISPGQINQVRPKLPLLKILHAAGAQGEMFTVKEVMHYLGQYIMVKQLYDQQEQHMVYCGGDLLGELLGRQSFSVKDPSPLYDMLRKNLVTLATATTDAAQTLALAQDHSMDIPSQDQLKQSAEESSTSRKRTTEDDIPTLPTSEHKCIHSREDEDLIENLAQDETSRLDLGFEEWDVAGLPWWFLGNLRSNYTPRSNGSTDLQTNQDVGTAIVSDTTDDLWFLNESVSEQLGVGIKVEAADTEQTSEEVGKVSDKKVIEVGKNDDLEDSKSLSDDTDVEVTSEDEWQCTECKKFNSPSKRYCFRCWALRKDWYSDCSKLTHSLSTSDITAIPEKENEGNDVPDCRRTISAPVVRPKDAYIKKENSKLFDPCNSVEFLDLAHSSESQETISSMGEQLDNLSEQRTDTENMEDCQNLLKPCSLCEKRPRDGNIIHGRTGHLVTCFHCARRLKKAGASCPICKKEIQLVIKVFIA
# Target sequence (Q00987 whole entry, looked up): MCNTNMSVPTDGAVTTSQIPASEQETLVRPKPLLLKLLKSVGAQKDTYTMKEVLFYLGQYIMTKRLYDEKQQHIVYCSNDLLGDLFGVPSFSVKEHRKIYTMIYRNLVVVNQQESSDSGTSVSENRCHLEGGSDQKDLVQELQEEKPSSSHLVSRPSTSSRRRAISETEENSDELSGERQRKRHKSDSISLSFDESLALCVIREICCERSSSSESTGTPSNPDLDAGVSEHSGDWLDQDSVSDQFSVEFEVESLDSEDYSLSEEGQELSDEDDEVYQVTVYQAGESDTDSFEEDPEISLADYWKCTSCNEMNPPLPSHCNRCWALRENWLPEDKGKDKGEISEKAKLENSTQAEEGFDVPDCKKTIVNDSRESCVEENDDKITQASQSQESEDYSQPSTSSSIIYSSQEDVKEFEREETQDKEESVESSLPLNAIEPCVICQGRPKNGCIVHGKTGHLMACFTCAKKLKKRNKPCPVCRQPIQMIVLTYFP
# Numbers without * were called inactive; . = not tested or not shown.
entry	molecule	XBP1 UPR activ	CCR6 antag	APJ antag	EBI2 antag	APJ agonist	tim23-1 inh	UPR CHOP act	CXCR6 block	Mdm2-MdmX inh
1	CCOc1ccc(C(=O)NCC(=O)OCC(=O)Nc2ccccc2OC)cc1	-1.9	-1.3	-4.2	6.1	4.2	12.3	-2.8	-6.3	0.1
2	CC(O)CN=c1cc(-c2ccccc2)oc2ccc(Cl)cc12 (stereo not given)	-1.3	10.6	11.4	2.7	-1.7	10.6	6.2	2.3	-62.1
3	C=C(C)CSCc1nc2ccccc2[nH]1	4.8	6.5	-6.6	2.1	-2.7	10.6	6.2	8.4	-8.7
4	CCOC(=O)N1CCN(C(=O)CCc2c(C)nc3c(c(C)nn3-c3ccc(C)c(C)c3)c2C)CC1	-0.3	3.6	18.8	11.5	-3.3	30.4	0.7	-1.9	18.9
5	COc1ccc(NC(=O)C(C/C=C(/C)Cl)C(C)=O)cc1 (stereo not given)	1.1	-7.2	11.8	-6.5	-2.2	17.2	2.3	5.6	-11.9
6	O/N=C(/c1ccc(F)cc1)C1CC1c1c(F)cccc1Cl (stereo not given)	-2.3	10.0	-22.6	12.3	-0.7	49.3	2.0	13.4	2.7
7	Cc1c(Cl)cccc1NC(=O)CCC(=O)NNC(=O)c1ccccc1Cl	-0.3	-10.4	1.9	-1.6	-1.5	9.5	-0.3	-5.5	-37.1
8	NS(=O)(=O)c1cccc(NC(=O)Cc2ccc(Cl)c(Cl)c2)c1	1.0	-0.7	-33.5	-7.7	-3.1	-8.1	-0.1	-10.2	20.9
9	CCSc1nc2ccccc2n1CCC(=O)O	1.4	0.8	1.1	-4.4	5.5	12.4	-0.2	3.1	-14.0
10	CCCN(C(=O)/C=C/c1ccc(S(=O)(=O)N(CC)CC)cc1)C1CCS(=O)(=O)C1 (stereo not given)	-0.3	0.1	-12.7	-8.8	-3.7	26.5	0.5	1.0	15.1
11	O=C(O)c1ccccc1N(c1ccccc1)c1ccccc1	7.8	7.8	-16.9	-3.4	-6.6	13.7	2.5	-4.2	22.7
12	COc1cc(Cl)c(C)cc1NC(=O)COC(=O)c1ccc(CN2CCCC2=O)cc1	1.5	9.6	-3.3	-10.0	0.3	23.5	0.4	5.8	-24.4
13	O=C(COC(=O)CCC(=O)c1ccc(F)cc1)NCc1ccccc1Cl	0.8	3.3	0.5	0.4	-5.1	29.4	-1.0	4.4	7.8
14	Cc1ccnc(NC(=O)c2ccco2)n1	1.1	5.0	-25.3	-1.8	-2.1	-6.2	-2.0	-6.7	9.1
15	COC(=O)C(C(=O)OC)C(c1ccccc1)C(C(=O)c1ccccc1)[N+](=O)[O-] (stereo not given)	0.8	-2.0	-19.8	-8.6	2.3	19.0	0.7	-8.8	-31.0

# An excerpt from above, showing only CCR6 antag.
entry | canonical_smiles | CCR6 antag
9 | CCSc1nc2ccccc2n1CCC(=O)O | 0.8
10 | CCCN(C(=O)/C=C/c1ccc(S(=O)(=O)N(CC)CC)cc1)C1CCS(=O)(=O)C1 (stereo not given) | 0.1
11 | O=C(O)c1ccccc1N(c1ccccc1)c1ccccc1 | 7.8

# The results go on:
entry	molecule	XBP1 UPR activ	CCR6 antag	APJ antag	EBI2 antag	APJ agonist	tim23-1 inh	UPR CHOP act	CXCR6 block	Mdm2-MdmX inh
16	CC(C)Cn1c(SCC(=O)N2CCc3ccccc3C2)nc(O)cc1=O	-2.5	3.4	-3.8	1.0	-2.9	-2.7	-0.4	0.9	16.4
17	NC(=O)CC(NC(=O)Cc1cccc2ccccc12)c1ccc(NCC2CC2)c([N+](=O)[O-])c1 (stereo not given)	0.4	18.9	3.5	1.5	0.1	16.3	-0.2	18.9	21.1
18	CCc1cccc(C)c1NC(=O)CN(C)Cc1ccccc1F	-0.5	15.5	4.2	14.4	-5.4	23.3	2.3	4.3	-11.1
19	COC(=O)c1cnn(-c2nc(-c3ccccc3)cs2)c1N	12.1	8.1	-1.4	8.3	-0.2	1.6	6.6	-1.2	-32.1
20	CCOC(=O)c1c(C)[nH]c(C(=O)NCc2ccccn2)c1C	-1.9	14.4	11.9	-5.6	6.8	5.2	6.4	-8.8	-38.5
21	CCN(C[C@H]1N[C@@](Cc2ccccc2)(C(=O)OC)[C@H]2C(=O)N(C)C(=O)[C@@H]12)S(=O)(=O)c1ccc(C(F)(F)F)cc1	-3.2	-2.0	12.3	-22.1	0.6	-5.4	4.1	0.6	26.9
22	O=C(Nc1nnc(-c2ccco2)o1)c1cccc2ccccc12	0.4	3.8	-6.3	-1.0	0.9	10.0	1.5	12.4	16.4
23	CC(C)(C)C(=O)COC(=O)c1ccc2c(c1)C(=O)N(Cc1ccco1)C2=O	-4.9	14.3	-4.7	2.0	-3.7	20.2	1.7	5.9	-11.5
24	CC(=O)N(Cc1cc(=O)[nH]c2ccccc12)c1ccc(C)cc1C	-1.0	8.3	2.1	-8.5	-3.0	13.9	0.0	2.0	15.3
25	CCOC(=O)CC1C(=O)NCCN1S(=O)(=O)c1ccc(OC)cc1 (stereo not given)	2.3	5.5	-10.4	-3.9	-1.8	18.8	1.7	-11.1	-1.2
26	O=C(CN(Cc1ccccc1)C(=O)CSc1nnc(COc2ccccc2)o1)NC1CCCC1	0.2	11.3	-20.6	11.6	0.3	-19.1	2.2	11.5	6.2
27	CC(/C=N/NC(=O)c1cccs1)=C\c1ccccc1	0.5	11.4	-7.0	18.8	-2.6	53.5*	3.2	-9.0	-10.8
28	O=C(CSc1nc(C2CC2)nc2ccccc12)Nc1ccccc1N1CCOCC1	-1.5	16.3	9.1	9.9	-4.6	24.3	-0.4	4.0	46.1
29	COCCOC(=O)C1=C(C)N=C2SCCC(=O)N2C1c1ccc(C(=O)OC)cc1 (stereo not given)	-1.9	15.5	8.1	1.9	-4.7	-0.5	-1.0	3.3	27.1
30	Cc1ccccc1C(=O)Nc1ccc(N2CCCC2)cc1	-0.6	4.0	-26.6	-3.8	-1.6	20.7	5.2	-2.0	-32.5
31	CCOC(=O)CSCC(=O)Nc1ccc(S(=O)(=O)N2CCCCC2)cc1	-1.4	-16.6	0.0	-7.4	-1.0	10.9	-0.5	-4.9	11.5
32	CCOc1ccc(CN2CCNC(=O)C2CC(=O)NC2CCCCCC2)cc1 (stereo not given)	-1.1	1.7	17.4	-1.6	-5.2	10.9	3.5	7.2	-10.1
33	CC(C)CNS(=O)(=O)c1ccc(CCC(=O)NCc2cccnc2)cc1	1.2	2.3	17.5	-1.7	-5.9	1.5	-3.4	2.1	-7.8
34	O=C(Nc1ccc(Oc2ccccc2)cc1)c1ccc(Cn2c(=O)[nH]c3ccsc3c2=O)cc1	-3.1	11.1	-6.4	41.6	-5.5	3.6	0.5	-4.0	3.6
35	O=C1c2ccccc2C(=O)N1c1ncccn1	-0.3	-11.0	1.2	-15.7	-5.2	-14.9	-2.1	-1.9	15.2
36	COc1ccc(C(=O)NCc2nnc(SC)n2C2CCCCC2)cc1	2.0	4.8	-15.7	-7.1	-3.0	24.7	-0.1	-0.6	-1.9
37	O=C(/C=C/c1ccccc1)CC(O)(c1ccccc1)C(F)(F)C(F)F (stereo not given)	0.3	11.0	4.5	-1.6	4.2	55.6*	11.1	11.4	25.0
38	CCOc1cccc(C(=O)Nc2ccc3[nH]ncc3c2)c1	-3.9	6.8	1.7	4.6	-0.1	-3.1	2.3	-10.5	-64.4
39	CCn1c(CNc2ccc(OC)cc2)nnc1SCC(=O)N1CCCc2ccccc21	-0.2	14.1	-12.3	4.4	0.1	5.5	1.9	2.9	31.8
40	CSC1=C(C#N)C(CC(C)C)C(C(C)=O)=C(C)N1 (stereo not given)	0.0	-14.1	10.8	-7.4	-0.9	-15.5	0.5	1.9	-0.3
41	O=C(CN1CCN(c2ccccc2F)CC1)c1c[nH]c2ccc(F)cc12	-3.7	8.0	10.2	2.7	-3.1	20.1	-3.0	-7.2	2.9
42	CC1(C)CC(NC(=O)Cc2ccccc2)CC(C)(C)N1	-2.6	-0.5	-6.3	-3.7	-1.2	-2.2	0.9	-3.3	18.8
43	CC(=O)OC(C(=O)Nc1nccs1)c1ccccc1 (stereo not given)	-1.0	9.4	8.7	-1.4	0.3	6.7	1.8	-0.6	-10.8
44	Cc1cccc(COc2ccccc2C(=O)N(C)CC(=O)Nc2cccc(F)c2)c1	-2.0	12.4	-12.5	2.3	1.9	27.0	-1.8	-1.5	-16.9
45	COc1ccc(C(CC(=O)O)NC(=O)C(c2ccccc2)c2ccccc2)cc1 (stereo not given)	-3.5	-3.2	-4.4	6.1	-2.6	11.2	0.5	10.9	14.0
46	Cc1nn(-c2ccccc2)c(C)c1-c1ccccc1O	-5.8	12.5	9.1	2.0	-4.1	42.9	2.2	-5.0	14.7
47	COC(=O)Cn1c(CN2CCc3ccccc3C2)nc2c1c(=O)n(C)c(=O)n2C	-2.3	8.2	13.7	-0.3	-2.2	25.7	0.4	5.7	6.9
48	O=C(Cc1cccs1)NCc1ccc(Cl)cc1	0.1	4.9	-0.2	-4.7	-2.2	-20.8	0.0	8.2	-1.6
49	CCOC(=O)c1ccc(NC(=S)N(CCCN2CCCCCC2)Cc2ccco2)cc1	-1.8	19.4	4.3	-9.1	-3.9	10.5	2.5	7.6	29.4
50	Fc1cccc(Cc2noc(CN3CCC(c4ccncc4)CC3)n2)c1	3.1	-5.0	1.7	0.7	-0.9	22.4	0.2	-8.6	27.9
51	O=C(Cn1[nH]c(=O)c2ccccc2c1=O)Nc1cccnc1	-1.7	2.8	0.5	-10.2	-3.1	-0.3	0.3	3.0	11.2
52	O=C(NCc1ccccc1)C1=C[C@H](C2CC2)C[C@H](OCCCCO)O1	3.6	-1.2	12.5	-7.6	-3.8	18.4	-2.1	-3.3	8.0
53	Cc1ccccc1Cn1c(=O)n(-c2ccccc2)c(=O)c2ccc(C(=O)NCc3ccco3)cc21	-1.4	.	6.2	-0.3	-5.7	8.0	1.0	5.9	67.5*
54	Nc1nc(-c2ccc3c(c2)OCCO3)c(CC(=O)O)s1	-3.2	4.2	-22.2	-4.5	3.0	1.7	1.1	3.0	6.6
55	Fc1cccc(Cc2noc(CN3CCCCC3c3ccccn3)n2)c1 (stereo not given)	-0.4	8.5	-1.2	2.5	-1.8	26.1	0.4	-2.1	6.8
56	O=C(CN(Cc1ccccc1)C(=O)CCC(=O)Nc1nccs1)NCc1ccco1	-3.0	6.7	5.6	-4.2	-3.6	1.1	2.1	-1.5	8.9

# Bioassay records as filed in PubChem BioAssay.

# The list is partial. The share of hits here may be higher or lower than overall.
